p53 reactivator = restores transcriptional activity of mutant p53 | H1299 p53-A138V BP100-luciferase reporter, luminescence, 24 h | Potency, µM (top dose mostly 92.2 µM), inactives show at the highest dose activity change, positive = activation, actives largely listed as activators | 320,000 compounds, 0.063% hits; note: % of control where 0% means no effect; nearly all actives have a fitted effect of over 45% in size
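p53-null H1299 cells stably carrying temperature-sensitive p53-A138V and a BP100-luciferase reporter were pinned with compounds (4-point, 1:5 series) and held 24 hrs at 37 deg C. Luminescence was read 10 min after detection reagent.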
MLL CXXC-DNA inh = MLL CXXC-DNA interaction inhibition; Q03164; MLL-CXXC / FITC-HOXA9 DNA fluorescence polarization; Potency, µM (highest dose often 115 µM), for the others: at the top dose activity change, negative = inhibition, most hits filed as inhibitors; 290,000 compounds, 0.037% hits; AID 2662; active = well fitted inhibition curve with a large enough effect in the polarisation, with a control signal flat, not every such curve was filed as active; inconclusive = small, poorly fitted or top-dose-only effect, or effect the other way, or a change in a side signal; inactive = no such curve, though single readings can be large or run the other way; the % refers to the polarisation
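Purified MLL-CXXC (added from a 7 uM solution) was preincubated 5 min at ambient with pinned compounds in 50 mM Tris-HCl pH 7.5, 50 mM NaCl, 1 mM DTT, 0.05% BSA. Fluorescein-labeled HOX-A9 DNA (50 nM solution) followed, 30 min, then polarization read.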
BRCA1 expr up = BRCA1 expression activation; MCF7-BRCA1-FFLuc reporter, luminescence, 48 h; response scale: scaled: vehicle 0%, 10 µM genistein 100%; 380,000 compounds, 1.1% hits; Potency, µM (doses to about 46.1 µM), for the others: at the top dose activation, actives largely listed as activators; note: nearly all actives have a fitted effect of over 80% in size; some results filed as inactive show a strong effect at the top dose
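Reporter cells (MCF7, BRCA1 promoter-firefly luciferase) received library compounds across a concentration series for 48 h. End-point luminescence was measured and concentration-effect curves derived after normalization.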
VP16 counter = Gal4-VP16 reporter inhibition counter-screen; Drosophila S2 Gal4-VP16 UAS-luciferase, luminescence, 20 h; AID 2546; Potency, µM (doses to about 53.6 µM), without a hit: at the top dose activity, negative = inhibition, actives largely listed as inhibitors; 310,000 compounds, 3.5% hits;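 note: Gal4-VP16 expression switched on by copper sulfate through the metallothionein promoter; % is set by controls: 0 for no effect and ±100 for the full control effect; nearly all actives have a fitted effect of over 50% in size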
NPC1 promoter act = activators of NPC1 promoter. Huh7 NPC1 promoter luciferase reporter, 24 h. Potency, µM (titrated, usually from 9.22 µM), for the others: at the top dose activation, usual class: activators. 320,000 compounds, 2.4% hits. AID 485313;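 note: % of control where 0% means no effect; nearly all actives have a fitted effect of over 60% in size; reporter is driven by a mutant NPC1 promoter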
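Cells: Huh7 expressing luciferase under the NPC1 promoter, 1500/well. Seeded 2 h, compound added, incubated 24 h at 37 °C. Luciferase reagent, 10 min ambient, then luminescence.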
uPA generation = inhibitors of cell surface uPA generation | AID 540303 | 330,000 compounds, 0.31% hits | Potency, µM (titrated, usually from 38.3 µM), for inactives: top-dose activity change, negative = inhibition, most hits filed as inhibitors | cell surface uPA generation assay, qHTS; active = well fitted inhibition curve with a large enough effect; inconclusive = small, poorly fitted or top-dose-only effect; inactive = no such curve, though single readings can be large or run the other way; tested in mouse RAW 264.7 cells; note: % is set by controls: 0 for no effect and ±100 for the full control effect; nearly all actives have a fitted effect of over 55% in size
FLuc counter = counter-screen for miR-21 project: firefly luciferase inhibitors or activators | P08659 | purified FLuc, Km substrates, luminescence inhibition | Potency, µM (highest dose often 57.5 µM), inactives show top-dose activity change, negative = inhibition, most hits filed as inhibitors | 360,000 compounds, 6.9% hits | AID 588342;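 note: plate controls were vehicle for no effect and reference inhibitor for full effect; nearly all actives have a fitted effect of over 55% in size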
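Purified P. pyralis luciferase (10nM final) with 10uM D-luciferin and 10uM ATP (Km levels) in 50mM Tris acetate pH 7.5, 10mM Mg acetate, 0.01% Tween-20, 0.05% BSA; qHTS 6-point titration, ~60 µM downward; luminescence read.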
MBNL1 CUG block = blocks human MBNL1 binding to CUG repeat RNA. Q9NR56. TR-FRET MBNL1-His/biotin-(CUG)12 binding, 665/545 ratio. Potency, µM (top dose mostly 57.5 µM), for the others: at the highest dose activity change, negative = inhibition, usual class: inhibitors. 280,000 compounds, 0.036% hits; active = well fitted inhibition curve with a large enough effect in the signal ratio, with a control signal flat, not every such curve was filed as active; inconclusive = small, poorly fitted or top-dose-only effect, or effect the other way, or a change in a side signal; inactive = no such curve, though single readings can be large or run the other way; the % refers to the signal ratio; note: % is set by controls: 0 for no effect and ±100 for the full control effect
Target sequence (Q9NR56 whole entry, looked up): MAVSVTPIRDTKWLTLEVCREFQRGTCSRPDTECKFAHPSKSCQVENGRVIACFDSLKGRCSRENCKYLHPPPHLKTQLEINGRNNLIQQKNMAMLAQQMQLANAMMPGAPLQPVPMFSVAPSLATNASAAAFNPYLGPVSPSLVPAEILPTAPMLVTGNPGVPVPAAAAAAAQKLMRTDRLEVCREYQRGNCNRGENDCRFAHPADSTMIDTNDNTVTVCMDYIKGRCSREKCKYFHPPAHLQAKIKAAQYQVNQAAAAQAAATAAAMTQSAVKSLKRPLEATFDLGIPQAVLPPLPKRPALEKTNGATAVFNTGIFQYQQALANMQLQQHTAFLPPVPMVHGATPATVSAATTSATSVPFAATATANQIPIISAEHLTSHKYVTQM
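His-tagged MBNL1 binding to biotinylated (CUG)12 RNA was measured by TR-FRET using terbium anti-His antibody (0.055 ng/ul final) and streptavidin-XL665 (5 nM final). Compounds were titrated 92 nM to 58 uM; 60 min at room temperature.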
RORg inh = blocks mouse ROR gamma transcriptional activity. 310,000 compounds, 5.4% hits. Drosophila S2 Gal4-RORgamma UAS-luciferase reporter, 20 h. Potency, µM (highest dose often 53.6 µM), for the others: at the highest dose activity change, negative = inhibition, hits mostly inhibitors. P51450; note: % is set by controls: 0 for no effect and ±100 for the full control effect; nearly all actives have a fitted effect of over 60% in size
Target sequence (P51450 whole entry, looked up, the tested form may be a part): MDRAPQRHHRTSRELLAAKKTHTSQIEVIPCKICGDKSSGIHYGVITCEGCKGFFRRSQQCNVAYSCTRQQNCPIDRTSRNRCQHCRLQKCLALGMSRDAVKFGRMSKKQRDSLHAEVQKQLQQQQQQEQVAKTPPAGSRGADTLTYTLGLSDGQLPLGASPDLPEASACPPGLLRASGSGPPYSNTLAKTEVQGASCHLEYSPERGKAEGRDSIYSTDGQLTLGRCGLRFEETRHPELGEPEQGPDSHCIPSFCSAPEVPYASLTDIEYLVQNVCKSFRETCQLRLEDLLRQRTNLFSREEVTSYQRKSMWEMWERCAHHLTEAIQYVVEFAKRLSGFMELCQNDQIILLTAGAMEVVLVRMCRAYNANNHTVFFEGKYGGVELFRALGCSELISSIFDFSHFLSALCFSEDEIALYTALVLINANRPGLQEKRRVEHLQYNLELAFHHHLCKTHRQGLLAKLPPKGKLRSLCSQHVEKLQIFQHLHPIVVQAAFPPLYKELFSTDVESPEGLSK
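Luminescence from a UAS-regulated Photinus luciferase reporter in stably transfected Drosophila Schneider cells is measured; decreased signal marks ROR gamma inhibition. Fusion expression is induced by 700 uM copper sulfate for 20 hr.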
ELG1 genotoxic = genotoxicity induction in ELG1-luciferase HEK293T cells; HEK293T ELG1-luciferase reporter, luminescence, 16 h; Potency, µM (titrated, usually from 46 µM), without a hit: at the highest dose activity change, positive = activation, most hits filed as activators; 330,000 compounds, 1.3% hits; AID 504466; note: % of control where 0% means no effect; nearly all actives have a fitted effect of over 60% in size
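Genotoxicity was scored as increased ELG1-luciferase reporter signal, measured by ONE-Glo luminescence (30 min, room temperature). Compound or vehicle exposure of the HEK293T reporter cells lasted 16 hr at 37°C.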
Rab9 prom act = activates the Rab9 promoter; Huh7 Rab9 promoter-luciferase reporter, luminescence, 24 h; Potency, µM (series often up to 9.22 µM), for inactives: at the top dose activation, negative = inhibition, most hits filed as activators; 320,000 compounds, 2.8% hits; AID 485297; note: % of control where 0% means no effect; nearly all actives have a fitted effect of over 60% in size
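Luminescence read-out: Huh7 cells stably expressing Rab9-luciferase, treated 24 h with compound at 37 °C, then lysed with luciferase reagent for 10 min at ambient before reading.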
Active calls of the source: *; ? = inconclusive; · = not tested or not shown; [ ] = dose if it differs, or a comment. Unless noted, calls come from the whole dose curve; as a rule, active = well fitted curve in the direction sought with a large enough effect; inconclusive = small, poorly fitted or top-dose-only effect, or another doubt; inactive = no such curve, though single readings can be large; an effect the other way counts as inactive or inconclusive. Potency is the fitted concentration of half-maximal effect. These rows are one share of the data; rates above refer to the full screens.

SMILES	p53 reactivator	MLL CXXC-DNA inh	BRCA1 expr up	VP16 counter	NPC1 promoter act	uPA generation	FLuc counter	MBNL1 CUG block	RORg inh	ELG1 genotoxic	Rab9 prom act
Cc1nc2c(C(=O)NCCC3=CCCCC3)c[nH]n2c(=O)c1Cl	?	-7.3%	7.1%	2.8%	-3.4%	-5.7%	0.2%	-7.1%	-2.9%	-0.6%	-2.0%
CCOC(=O)Cn1c(=O)oc2cc(S(=O)(=O)N(CCN(C)C)Cc3ccccc3)ccc21	-18.5%	-2.6%	0.9%	5.1%	-2.6%	·	-0.4%	-2.1%	-3.5%	4.4%	-2.0%
CCn1c(SCC(=O)Nc2ccc(F)cc2F)nc2c(c1=O)SCC2	-11.3%	0.7%	-8.4%	-14.7%	0.0%	13.8%	4.5%	6.7%	5.7%	11.8%	-5.4%
CCOC(=O)c1ccc(NC(=O)C2CCC(CNc3c(N4CCOCC4)c(=O)c3=O)CC2)cc1 (stereo not given)	1.7%	-0.7%	-23.5%	2.9%	0.9%	7.0%	-2.3%	-0.2%	2.1%	-0.8%	-2.8%
CCOc1ccccc1NC(=O)Cc1ccccc1OC	-11.5%	5.8%	-26.7%	4.2%	1.3%	0.6%	-1.8%	0.1%	-3.8%	-7.2%	2.1%
N#Cc1c(-c2ccc(Cl)cc2)cc(-c2ccccc2)nc1SCC(=O)O	-1.0%	-15.9%	0.0%	-16.1%	-3.7%	?	2.8%	0.5%	?	10.0%	-0.1%
CC(=O)Nc1cccc(C(=O)/C=C/c2cccs2)c1	?	7.7%	-17.9%	-15.0%	23.2%	-3.2%	13.5µM*	-8.3%	3.9%	0.3%	?
O=S(=O)(c1cc(Cl)ccc1Cl)N1CCC2(CC1)OCCO2	-11.4%	15.0%	9.8%	6.5%	-1.1%	-7.7%	-3.3%	-16.9%	13.8%	-3.3%	3.8%
Clc1ccc(-n2nnnc2-c2cnc3ccc(Cl)cc3c2-c2ccccc2)cc1	-0.9%	5.3%	-53.6%	-3.2%	-6.2%	5.3%	0.3%	-5.9%	38.4%	-7.9%	-6.8%
COc1ccc(N2C(=O)C(Cl)=C(N(CCO)Cc3ccccc3)C2=O)cc1	6.6%	5.7%	5.1%	12.6%	-0.4%	-1.1%	0.2%	?	40.8%	-0.8%	5.8%
CC1=Nc2ccccc2/C1=C/c1sc(=O)n(CC(=O)N2CCCC2)c1O	-3.8%	0.8%	-20.3%	-5.6%	-5.0%	0.1%	2.5%	235.4%[activator]	25.1%	1.4%	-2.7%
Cc1ccc(S(=O)(=O)N2C(=O)C(C)SC2=Nc2ccccc2)cc1 (stereo not given)	-0.7%	5.4%	-10.0%	-7.8%	-0.7%	-6.9%	-0.7%	-2.2%	14.8%	0.3%	-9.2%
O=C(CSc1nnnn1-c1ccc(O)cc1)c1cc2ccccc2o1	2.5%	-11.8%	0.2%	1.4%	-1.0%	-4.5%	-11.9%	?	7.0%	-5.9%	-1.7%
O=C(O)C1C2CCC(O2)C1C(=O)NCCC1=CCCCC1 (stereo not given)	?	-0.4%	13.4%	·	-2.2%	-7.5%	-1.0%	-9.4%	-10.6%[0.365 µM]	9.1%	-0.4%
Cc1cc(NC(=O)C2C3C(=O)N(CC4CCCO4)C(C(=O)NC(C)(C)C)C34C=CC2(C)O4)no1 (stereo not given)	0.8%	14.1%	0.0%	0.9%	-3.3%	4.3%	-0.6%	-6.9%	17.1%	0.2%	-0.8%
Cc1ccccc1CNS(=O)(=O)c1ccc2c(c1)OCCO2	-0.7%	4.7%	5.4%	-12.9%	-4.5%	4.8%	0.0%	-8.9%	?	-0.9%	-0.8%
CC(OC(=O)CCCc1nc2ccccc2s1)C(N)=O (stereo not given)	2.4%	-5.7%	3.2%	-13.5%	-2.9%	0.9%	?	-4.6%	-44.1%	2.6%	-0.2%
O=C(NCCCN1CCOCC1)c1ccccc1N1C(=O)[C@@H]2Cc3c([nH]c4ccccc34)C(c3ccc(F)cc3)N2C1=O (stereo not given in full)	21.9%	9.9%	0.0%	-0.4%	-4.2%	-16.5%	1.5%	2.2%	17.3%	-9.0%	-1.2%
CC(OC(=O)Cn1[nH]c(=O)c2ccccc2c1=O)C(=O)Nc1ccccc1[N+](=O)[O-] (stereo not given)	-3.5%	·	-4.7%	·	3.2%	-1.8%	-21.6%	·	·	4.6%	-1.4%
CCCC1=NN2C(=N)/C(=C\c3ccc(OCCOc4ccc(NC(C)=O)cc4)c(OC)c3)C(=O)N=C2S1	-4.6%	-0.1%	-8.6%	3.6%	-2.2%	-2.8%	-1.5%	-4.0%	12.2%	0.2%	0.8%
COc1ccc(S(=O)(=O)Nc2ccc3cn[nH]c3c2)cc1C	14.4%	10.9%	-64.4%	-12.8%	-1.3%	-0.4%	-11.0%	-11.0%	43.4%	-8.2%	-5.5%
O=C(CSc1ncccn1)NCCc1ccccc1	-0.3%	-2.5%	8.1%	8.1%	1.2%	0.8%	-0.7%	-11.8%	?	2.8%	8.7%
Cc1cc(C(F)F)nn1CC(=O)NCc1ccc(Cl)cc1Cl	-0.2%	-2.5%	7.8%	0.9%	-1.2%	-2.8%	?	0.3%	-2.9%	4.9%	-1.5%
COc1cccc(CN2C[C@]34C=C[C@@H](C[C@@H]3S2(=O)=O)O4)c1	1.0%	7.7%	-5.4%	-3.3%	0.3%	-1.1%	-0.3%	-5.7%	19.8%	1.3%	2.3%
CCN(CC)S(=O)(=O)c1ccc(C)c(NC(=O)COC(=O)CN2C(=O)NC(C)(C)C2=O)c1	0.5%	·	-12.3%	·	-3.7%	10.5%	-2.3%	·	·	-2.4%	-3.0%
COc1ccc(/C(O)=C2/C(=O)C(=O)N(c3ncccn3)C2c2ccc(F)cc2)cc1 (stereo not given)	-1.4%	?	10.3%	1.6%	-7.5%	1.1%	2.5%	?	2.4%	-1.2%	-1.2%
COC(=O)c1cc(NC(=O)Cc2ccc(OC)c(OC)c2)cc(C(=O)OC)c1	-9.7%	-10.1%	26.1%	-16.2%	-1.2%	2.0%	1.4%	-2.6%	3.4%	-0.3%	-1.3%
Cc1cccc(NC(=O)CSCC(=O)N(C)CCOc2ccc(Cl)cc2)c1	-5.0%	·	5.3%	·	-1.5%	2.1%	-6.7%	·	·	0.4%	-4.6%
COc1cc(NC(=O)c2ccccc2)c(OC)cc1NC(=O)CN1C(=O)NC2(CCCCC2)C1=O	-7.0%	·	-7.8%	·	1.9%	24.4%	-14.6%	·	·	-0.2%	-6.9%
N#Cc1cn(-c2ccccc2)nc1-c1cc2ccccc2oc1=O	14.6%	-3.6%	2.0%	12.4%	12.9%	-4.3%	0.1%	22.4%	15.6%	?	-1.0%
CCN(CC(=O)NCc1cccs1)C(=O)c1ccc(S(=O)(=O)Nc2ccccc2)cc1	-5.7%	·	-14.9%	·	-5.8%	-1.5%	5.0%	·	·	0.8%	-3.8%
C/C(=C\C(=O)c1ccc(F)cc1)NCc1ccc2c(c1)OCO2	·	-7.1%	-15.0%	-10.3%	-2.8%	12.6%	-13.6%	4.9%	?	2.3%	-11.4%[1.84 µM]
c1ccc(-n2nnnc2NC2CCCCCC2)cc1	5.3%	-2.2%	-21.2%	-2.1%[0.365 µM]	1.3%	?	0.5%	2.5%	?	4.8%	-4.9%
Cc1ccc(-c2nc(=S)c3c(n2Cc2cccnc2)CC(C)(C)OC3)cc1	-2.1%	2.8%	-14.7%	-14.5%	-6.8%	-1.5%	-1.7%	6.6%	-0.6%	3.9%	-2.0%
O=C(Cn1c(NCCCO)nc2ccccc21)c1ccco1	-2.1%	-7.5%	14.3%	-10.6%	-0.5%	3.5%	5.7%	-4.4%	?	0.6%	0.9%
COc1ccc(S(=O)(=O)N(C)C)cc1NC(=O)COC(=O)c1nc2nccc(C)n2n1	-1.6%	-15.0%	8.1%	3.5%	-3.7%	0.9%	1.0%	-3.0%	0.2%	3.2%	-1.7%
CCOC(=O)C1CCCN(CC(=O)c2ccc(F)cc2)C1 (stereo not given)	3.7%	11.2%	-15.8%	-6.0%	0.1%	1.1%	-2.2%	-2.7%	-1.2%	-0.3%	-3.2%[1.84 µM]
CCc1nc2ccccc2[nH]c1=O	-3.1%	5.7%	-5.8%	4.2%	0.5%	-1.2%	-1.0%	8.6%	4.9%	5.7%	2.8%

Bioassay records from PubChem.
